# PMI act hi M6P = human PMI activators, high substrate, primary screen, biochemical, fluorescence intensity, near-saturating mannose 6-phosphate; Mannose-6-phosphate isomerase (Homo sapiens), P34949; coupled PMI enzyme assay, resazurin fluorescence, 20 min; stronger effect = higher value; 1 = untreated enzyme, 0 = substrate-free blank; activation factor at 20 µM; actives 0.34% (n = 190,000); AID 1216, 2008;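 active means activation factor of 2 or more at 20 µM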
# Target sequence (P34949 whole entry, looked up): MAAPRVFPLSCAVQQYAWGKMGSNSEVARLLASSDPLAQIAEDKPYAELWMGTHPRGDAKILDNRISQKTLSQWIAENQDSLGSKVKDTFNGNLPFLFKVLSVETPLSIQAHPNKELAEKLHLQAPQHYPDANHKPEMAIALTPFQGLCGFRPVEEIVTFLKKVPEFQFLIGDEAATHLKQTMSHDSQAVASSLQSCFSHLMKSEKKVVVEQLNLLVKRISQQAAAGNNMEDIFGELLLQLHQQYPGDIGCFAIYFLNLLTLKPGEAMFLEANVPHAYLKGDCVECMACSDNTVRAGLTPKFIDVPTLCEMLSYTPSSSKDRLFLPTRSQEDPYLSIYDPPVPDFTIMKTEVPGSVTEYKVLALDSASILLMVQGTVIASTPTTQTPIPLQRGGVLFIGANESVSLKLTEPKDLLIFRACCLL
#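 Technique: Diaphorase-driven resazurin-to-resorufin fluorescence, excitation 544, emission 590 nm | Assay system: Human PMI in coupled enzyme assay | Times: Enzyme reaction with compound 20 min at room temperature | Medium: HEPES-buffered pH 7.4 with magnesium and detergent | Reagent: Mannose-6-phosphate 1.0 mM (near-saturating) plus 0.22 mM NADP+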
# bIAP activator = bovine intestinal alkaline phosphatase activators, primary screen, biochemical, bovine IAP, CDP-star luminescence; alkaline phosphatase, intestinal [Bos taurus]; purified bovine IAP, 30 min; stronger effect = higher value; fold of DMSO-control signal, blank-subtracted; activation factor at 20 µM; actives 0.17% (n = 200,000);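 active means activation factor of 2 or more at 20 µM, a signal rise over negative controls twice the positive control's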
# Diaphorase act = compounds boosting diaphorase resazurin reduction – biochemical, uHTS, resorufin fluorescence, counter-screen for diaphorase-coupled primary assays, primary screen; Diaphorase/resazurin coupled assay, 16 min; stronger effect = higher value; 1 = vehicle wells, 0 = NADH-free wells; actives 0.005% (n = 190,000); activation factor at 20 µM;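 active means diaphorase activity raised at least twofold by the compound at 20 µM; inactive means activation factor below 2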
#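 Material: purified diaphorase enzyme from Clostridium kluyveri / Medium: HEPES pH 7.4 buffer with MgCl2 and Tween 20 / Schedule: enzyme reaction of 16 min at room temperature / Measured by: resorufin fluorescence, excitation 544 nm, emission 590 nm / Evaluation: rise in resorufin formation, marking diaphorase activation or chemical reduction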
# bIAP inh = bovine intestinal alkaline phosphatase inhibitors, primary screen, selectivity assay for TNAP inhibitor project, biochemical, bovine IAP, CDP-star luminescence; alkaline phosphatase, intestinal [Bos taurus]; inhibition, % at 20 µM; purified bovine IAP, 30 min; 190,000 tested, under 10 active;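 active means over 50% inhibition of intestinal alkaline phosphatase at 20 µM in the single-dose screen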
#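 test system = bovine IAP enzyme | medium = DEA buffer 100 mM, pH 9.8, with MgCl2 1.0 mM, ZnCl2 0.02 mM | detection = luminescence | dosing = single compound dose of 20 µM, 2% DMSO final | incubation = 30 min reaction at room temperature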
# PMI act = activators of human PMI, primary screen, biochemical, fluorescence intensity, near-Km mannose 6-phosphate; actives 0.005% (n = 190,000); purified human PMI, coupled resazurin fluorescence, 20 min; stronger effect = higher value; 1 = vehicle control, 0 substrate-free wells; activation factor at 20 µM;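 active means activation factor of 2 or more at 20 µM, relative to plate controls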
# Lmaj promast = Leishmania major promastigote growth inhibition, primary screen; Leishmania major promastigotes, resazurin fluorescence viability; inhibition, % at 10 µM; actives 9% (n = 200,000); AID 1063, 2008; in the data active means inhibition above about 50%;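 further: promastigotes grown with compound for 44 hours at 28 °C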
# Diaphorase inh = diaphorase inhibitors and chemical oxidizers, primary screen, counter-screen for diaphorase-coupled primary assays, biochemical, uHTS, resorufin fluorescence. diaphorase resazurin-to-resorufin fluorescence, NADH, 16 min; bacterial (C. kluyveri) enzyme, not human. inhibition, % at 20 µM. actives 0.69% (n = 190,000). AID 1217, 2008;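 active means primary screen inhibition at 20 µM above a set limit, cut at about 50% in these data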;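 further: plate controls were DMSO with full reaction for no effect and wells lacking NADH for full effect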
#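 System: Bacterial diaphorase enzyme (C. kluyveri) | Incubation: 16-min room-temperature incubation before reading | Benchmarks: No-NADH positive control and DMSO neutral control | Measured by: Resorufin fluorescence 544/590 nm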
# TNAP inh no acc = human TNAP enzyme inhibitors, primary screen, biochemical, luminescent, no phosphate acceptor, uHTS; Alkaline phosphatase, tissue-nonspecific isozyme (Homo sapiens), P05186; purified TNAP, CDP-star luminescence, 30 min; inhibition, % at 20 µM; actives 0.26% (n = 200,000);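 active means tissue-nonspecific alkaline phosphatase inhibition above about 50% at 20 µM in the single-dose screen, limit read from the data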;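 further: 0% = DMSO negative control and 100% = EDTA positive control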
# Target sequence (P05186 whole entry, looked up): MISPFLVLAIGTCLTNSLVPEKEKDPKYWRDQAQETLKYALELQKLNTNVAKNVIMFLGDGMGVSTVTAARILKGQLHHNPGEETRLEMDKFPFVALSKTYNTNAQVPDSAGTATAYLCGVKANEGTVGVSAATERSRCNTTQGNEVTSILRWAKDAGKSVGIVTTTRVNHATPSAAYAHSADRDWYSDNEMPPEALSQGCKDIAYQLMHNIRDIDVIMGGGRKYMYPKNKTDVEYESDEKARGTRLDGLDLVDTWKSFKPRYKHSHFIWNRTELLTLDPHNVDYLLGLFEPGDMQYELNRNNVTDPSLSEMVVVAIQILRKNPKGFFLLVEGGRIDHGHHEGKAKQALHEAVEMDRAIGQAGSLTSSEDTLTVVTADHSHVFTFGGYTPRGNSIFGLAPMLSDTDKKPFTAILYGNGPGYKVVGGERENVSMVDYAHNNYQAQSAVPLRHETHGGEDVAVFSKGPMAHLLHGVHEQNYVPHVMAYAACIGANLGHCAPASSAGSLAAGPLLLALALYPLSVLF
# TNAP act hiacc = TNAP activators at high phosphate acceptor level, primary screen, biochemical, luminescence, uHTS; 200,000 tested, under 10 active; Alkaline phosphatase, tissue-nonspecific isozyme (Homo sapiens), P05186; purified TNAP, CDP-star luminescence, 1 M DEA, 30 min; stronger effect = higher value; 0 = EDTA background, 1 = DMSO-only activity; activation factor at 20 µM;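 active means activation factor at least 2 at 20 µM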
#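 Assay system: human TNAP; Input: enzyme diluted 1/800 final; Reagent: CDP-star luminogenic substrate at 100 µM final; Timing: 30 min, room temperature; Signal: luminescence; Evaluation: TNAP activation factor scaled between EDTA and DMSO control wells.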
# TNAP inh hiacc = human TNAP enzyme inhibitors, primary screen, biochemical, luminescent, high phosphate acceptor level, uHTS. actives 0.03% (n = 200,000). inhibition, % at 20 µM. Alkaline phosphatase, tissue-nonspecific isozyme (Homo sapiens), P05186. purified TNAP, CDP-star luminescence, 1 M DEA;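 active means over 50% inhibition of tissue-nonspecific alkaline phosphatase at 20 µM in the single-dose screen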;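 further: plate controls were DMSO wells for no effect and EDTA-quenched wells as full inhibition for full effect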
# Active calls of the source: *; nt = not tested or not shown. No enrichment for hits. Share with any hit: about 10%.
SMILES,PMI act hi M6P,bIAP activator,Diaphorase act,bIAP inh,PMI act,Lmaj promast,Diaphorase inh,TNAP inh no acc,TNAP act hiacc,TNAP inh hiacc
O=C(COC(=O)Cc1cccs1)Nc1ccccc1F,1.1,1.1,1,-7,0.9,-5,4,-8,1.1,-6
CC(C)C(c1nnnn1C(C)(C)C)N1CCN(Cc2cccnc2)CC1 (stereo unspecified),1.1,1.2,0.9,-19,1.1,-2,6,-1,1,2
N#C/C(=C/c1ccc(-c2cc(C(=O)O)cc(C(=O)O)c2)o1)c1nc2ccccc2s1,1.1,0.8,0.4,24,1.2,4,61*,19,0.8,22
COc1ccc(NC2C=CS(=O)(=O)C2)cc1 (stereo unspecified),1,1,0.9,-2,0.9,5,12,-13,1,-4
CC1CN(C(=O)Nc2ccc3c(c2)OCCO3)CC(C)O1 (stereo unspecified),1,1.1,1,-6,1.1,0,2,-9,1,-1
Cc1ccc(OCCNC(=O)/C=C/c2ccccc2)cc1C,1,1.1,0.9,-13,0.9,9,9,-1,1,-4
O=C1C(Nc2ccccc2)=C2CCCC=C2N1c1ccccc1,1,1.1,1,-9,1.3,0,1,-10,1,1
Cc1cccc(-c2nc3ccccc3c(=O)n2NC(=O)c2ccc([N+](=O)[O-])c(C)c2)c1,0.9,1.3,0.7,-31,0.9,0,26,-2,1,4
Cc1ccc(C)c(OCC(=O)Nc2nc3ccc([N+](=O)[O-])cc3s2)c1C,1,0.9,0.9,7,1,-4,11,-4,1,0
COC(=O)Nc1nnc(-c2ccccc2Cl)s1,1,1,0.9,0,1,3,13,-4,1.1,-8
Clc1ccc(-c2nnc(Sc3nc4ccccc4o3)c3ccccc23)cc1,1.1,1.4,1,-40,1.1,90*,-3,-9,1,-3
COc1ccc(C)cc1-n1c(SCC(=O)Nc2cc(C)on2)nc2ccccc2c1=O,0.9,1,0.8,2,0.9,27,18,-6,1,0
O=C(Nc1cccc(Cl)c1)OCCN1CCN(Cc2ccccc2)CCC1=O,0.9,1,0.9,-4,0.9,30,11,-4,1,2
Cc1ccccc1C(=O)N1CCC(C(=O)N2CCN(S(=O)(=O)c3ccccc3F)CC2)CC1,1.1,1,0.9,-4,1,6,8,-12,1.1,-6
O=C(Nc1nnc(-c2ccco2)s1)C1CC1,0.9,0.9,0.8,6,0.9,-4,16,-7,1,-2
CC(C)CC(C(=O)N1CCc2ccccc2C1)N1C(=O)c2ccccc2C1=O (stereo unspecified),0.9,1,0.9,0,1,26,13,-5,1.1,-6
Cc1ccc(S(=O)(=O)NCc2ccco2)c(C)c1C,0.9,0.8,0.8,17,1,-9,23,-18,1.1,-9
Cc1oc(CC(C)C)c(CN2CCCC2)c1C(=O)O,1,0.9,0.9,12,1,-6,10,-12,1,-4
NC(=O)C[n+]1cccc(/C=N/O)c1,0.9,1,0.9,-3,0.9,-4,9,-6,1.1,-5
O=c1c2ccccc2nc2n1C(CSc1ccc(F)cc1)CS2 (stereo unspecified),1,0.9,0.8,5,1,5,24,-10,1,-4

# Profiles, looked up by structure:
# CC(C)C(c1nnnn1C(C)(C)C)N1CCN(Cc2cccnc2)CC1 (stereo unspecified) is listed with PMI act hi M6P = 1.1; bIAP activator = 1.2; Diaphorase act = 0.9; bIAP inh = -19; PMI act = 1.1; Lmaj promast = -2; Diaphorase inh = 6; TNAP inh no acc = -1; TNAP act hiacc = 1; TNAP inh hiacc = 2
# Cc1ccc(C)c(OCC(=O)Nc2nc3ccc([N+](=O)[O-])cc3s2)c1C is listed with PMI act hi M6P = 1; bIAP activator = 0.9; Diaphorase act = 0.9; bIAP inh = 7; PMI act = 1; Lmaj promast = -4; Diaphorase inh = 11; TNAP inh no acc = -4; TNAP act hiacc = 1; TNAP inh hiacc = 0

# Next part
SMILES,PMI act hi M6P,bIAP activator,Diaphorase act,bIAP inh,PMI act,Lmaj promast,Diaphorase inh,TNAP inh no acc,TNAP act hiacc,TNAP inh hiacc
O=C(CSc1nc2ccccc2c(=O)[nH]1)c1ccc(O)cc1O,1,1,1,-1,1.1,-4,5,-7,1,1
Cc1ccc(C)c(Cn2nnc3c(=O)[nH]c(C(=O)Nc4ccc(F)cc4)nc32)c1,0.9,1,0.7,3,1,39,33,-21,1.1,-6
CC(C(=O)O)c1ccc(-c2ccccc2)c(F)c1 (stereo unspecified),1,0.8,0.9,16,1,-6,10,-13,1.1,-6
CC(C)c1ccc(C(=O)NNC(=O)C2CC=CCC2C(=O)O)cc1 (stereo unspecified),1,0.9,1,10,1.1,-2,4,-6,1,-4
O=C(c1ccco1)N1CCN(C(c2ccccc2Cl)c2nnnn2Cc2cccs2)CC1 (stereo unspecified),0.9,1.1,0.7,-8,0.9,53*,27,-3,1.1,-12
CC1=CC(C)(C)Nc2ccc(OC(=O)c3ccco3)cc21,0.5,0.9,0.7,7,0.8,101*,34,-11,1,-3
CC(=O)Oc1ccc(-c2cccc(C(=O)N(C)c3ccc(O)cc3)c2)cc1,0.9,1.1,0.8,-9,0.9,-2,24,-13,1,-5
O=C(CC(c1ccccc1)c1ccccc1O)NCc1ccccc1Cl (stereo unspecified),1,1,1,4,0.9,51*,0,-11,1.1,-8
CCOC(=O)c1ccc(NNC(C)=O)c([N+](=O)[O-])c1,0.9,1,1,-5,0.9,-5,3,12,0.9,14
O=C(N[C@@H](Cc1ccccc1)C(=O)NC1CCCCCC1)c1ccco1,1,0.9,1,9,1,23,4,-14,1,-3
C/C(N)=C(/C#N)C(=O)CSc1n[nH]c(-c2ccccc2Br)n1,1,0.9,1,10,1,10,5,92*,1,2
COc1ccccc1N1CCN(C(=O)CSc2nc(-c3ccco3)cc(C(F)(F)F)n2)CC1,1,1,0.8,0,0.9,21,22,-3,1,1
Cc1nnc(NC(=O)C2c3ccccc3Oc3ccccc32)s1,1,0.9,1,8,1,-2,4,-6,1,-1
Cc1ccccc1N1C(=O)C(Oc2ccc(Cl)cc2)C1CNCCCOC(C)C (stereo unspecified),1.1,0.9,0.9,11,1,93*,9,-13,1,-2
NC(=O)c1ccsc1NC(=O)COC(=O)c1ccccc1NCc1ccco1,0.9,0.9,0.9,15,0.9,1,12,-10,1,-2
CCCCCn1c(CCCNC(=O)CC)nc2ccccc21,1,0.9,0.9,12,1,13,14,-10,1,-4
CCOC(=O)Cc1nnc(NC(=O)c2ncn[nH]2)s1,1.1,1.2,0.9,-20,1,-9,12,-69,1,-2
CCOC(=O)COc1c(C=O)cc(Br)cc1OC,1,0.9,1,7,1,4,1,-9,1,0
Cc1cccc(NC(=O)NC(C)CCc2ccccc2)c1 (stereo unspecified),0.9,1.1,0.8,-13,0.9,5,20,-41,1.1,-8
CC(C)C[C@@H](N)c1nnc(SCC(=O)c2ccc(Cl)cc2)o1,1.1,0.9,0.9,11,1,-5,10,-15,1.1,-6

# Structures above that bear a hit mark in TNAP inh no acc:
Compound,PMI act hi M6P,bIAP activator,bIAP inh,PMI act,TNAP inh no acc,TNAP act hiacc,TNAP inh hiacc
C/C(N)=C(/C#N)C(=O)CSc1n[nH]c(-c2ccccc2Br)n1,1,0.9,10,1,92*,1,2

# Additional compounds
SMILES,PMI act hi M6P,bIAP activator,Diaphorase act,bIAP inh,PMI act,Lmaj promast,Diaphorase inh,TNAP inh no acc,TNAP act hiacc,TNAP inh hiacc
COCCn1c(SC2CCCCC2=O)nnc1-c1ccncc1 (stereo unspecified),0.9,1.1,0.9,-9,1,0,6,-5,1,1
COc1ccc(CNC(=O)CSc2nnc(C)s2)cc1,1.1,0.9,1,10,1.1,-10,-2,-17,1.1,-6
CN(C)CCNC(=O)c1coc(=O)c(Br)c1,1,1.1,0.9,-7,1,-1,9,-7,1,-3
O=C(CC1C(=O)NCCN1CC1CCCCC1)NCc1ccccc1Cl (stereo unspecified),nt,1.1,nt,-8,nt,-1,nt,-8,1,-3
Cc1cc(=O)n2c3ccccc3n(CC(O)CN3CCCCC3)c2c1C#N (stereo unspecified),1,1,1,-3,1,1,4,-8,1,-4
COc1ccc([C@H]2[C@H](C(=O)C(C)(C)C)N3N=Cc4ccccc4C3C23C(=O)OC(C)(C)OC3=O)cc1 (stereo partly specified),1.2,1.1,0.9,-11,1.2,5,10,0,1,-1
Cc1ccc(NC(=S)NC2CCN(Cc3ccccc3)CC2)c(C)c1,1,0.9,0.9,9,1,91*,13,-16,1,-2
Cc1[nH]c2ccccc2c1C(=O)CN1CCSCC1,1,1,0.9,-1,1,11,6,-3,1,-1
CCOC(=O)c1csc(Nc2nc3ccc(F)cc3s2)n1,1,0.9,1,7,1.1,95*,2,-10,1,-5
COc1cccc(-c2nnn(CCc3nn[nH]n3)n2)c1,1.3,0.9,1.1,8,1.4,-8,-6,-1,1.1,-6
CCOC(=O)N1CCN(C(=O)c2ccc(NC(=O)CC)cc2)CC1,1,1,0.9,4,0.9,-3,8,-5,1.1,-7
CC1=NN(C(=O)CCCc2ccccc2)C(O)(C(F)(F)F)C1 (stereo unspecified),0.9,1,1,-2,0.9,-11,4,-9,1.1,-8
O=C(Nc1cccc(NC(=O)c2cccs2)c1)c1ccc2c(c1)OCO2,0.9,1,0.8,-4,0.9,16,16,-13,1.1,-7
CCOC(=O)c1sc2nc(C)cc(-c3ccccc3)c2c1N,1,1.1,0.8,-14,0.9,-1,22,-28,1.1,-7
O=C(O)CC(NC(=O)C12CC3CC(CC(C3)C1)C2)c1ccc2c(c1)OCO2 (stereo unspecified),1.1,1.1,1,-5,1.2,-1,1,4,1,-4
Cc1ccc(C)c(NC(=O)Cn2cnc3c(oc4ccccc43)c2=O)c1,1.1,0.9,1,10,1,-13,0,-2,0.9,5
C=CCN=C1SCC(=O)N1S(=O)(=O)c1ccc(C)cc1,0.9,1,0.9,1,0.9,-1,12,-14,1,-4

# Some entries already given, showing only Lmaj promast:
compound,Lmaj promast
CCOC(=O)N1CCN(C(=O)c2ccc(NC(=O)CC)cc2)CC1,-3
CC1=NN(C(=O)CCCc2ccccc2)C(O)(C(F)(F)F)C1 (stereo unspecified),-11

# Bioassay records: PubChem BioAssay, several laboratories
